Screening data from PubChem BioAssay.
ATXN2 expr inh: reduces ATXN2 reporter expression in HEK-293 cells; HEK-293 ATXN2-luciferase reporter, luminescence, 24 h; Potency, µM (top dose mostly 57 µM), for the others: top-dose activity change, negative = inhibition, actives largely listed as inhibitors; hit rate 0.72% among 360,000; AID 1745845; also: % is scaled to controls: 0 for no effect and ±100 for the full control effect; nearly all actives have a fitted effect of over 55% in size
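qHTS (up to 57 uM final) was run with 24 h compound exposure of reporter cells at 37 °C. Each well was multiplexed: SteadyGlo luminescence measured ATXN2-luciferase expression after a fluorogenic Gly-Phe-AFC viability readout (25 uM final).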
MCF10A rerep: induces DNA re-replication in MCF 10a normal breast cells. MCF 10A DNA re-replication, Hoechst nuclear intensity, 48 h. Potency, µM (titrated, usually from 46.1 µM), without a hit: at the highest dose activity, positive = re-replication, most hits filed as activators. hit rate 2.9% among 350,000; also: % of control where 0% means no effect; nearly all actives have a fitted effect of over 50% in size
ATXN viability: viability counter-screen for ATXN expression inhibitors; Potency, µM (doses to about 56.7 µM), most hits filed as cytotoxic; hit rate 0.49% among 400,000; S2 cells (HEK-293 line with an ATXN2-luciferase reporter) viability, CellTiter-Fluor protease fluorescence, 24 h; AID 651635; also: nearly all actives have a fitted effect of over 40% in size
EPAC2 antagonist: EPAC2 (human) antagonism; Q8WZA2; EPAC2 GEF exchange of Rap1B-BODIPY-GDP, fluorescence; Potency, µM (top dose mostly 114 µM), for the others: top-dose activity, negative = inhibition, actives largely listed as inhibitors; hit rate 0.18% among 360,000; also: % is scaled to controls: 0 for no effect and ±100 for the full control effect; nearly all actives have a fitted effect of over 45% in size; many of its hits are not listed in these tables
Target sequence (Q8WZA2 whole entry, looked up): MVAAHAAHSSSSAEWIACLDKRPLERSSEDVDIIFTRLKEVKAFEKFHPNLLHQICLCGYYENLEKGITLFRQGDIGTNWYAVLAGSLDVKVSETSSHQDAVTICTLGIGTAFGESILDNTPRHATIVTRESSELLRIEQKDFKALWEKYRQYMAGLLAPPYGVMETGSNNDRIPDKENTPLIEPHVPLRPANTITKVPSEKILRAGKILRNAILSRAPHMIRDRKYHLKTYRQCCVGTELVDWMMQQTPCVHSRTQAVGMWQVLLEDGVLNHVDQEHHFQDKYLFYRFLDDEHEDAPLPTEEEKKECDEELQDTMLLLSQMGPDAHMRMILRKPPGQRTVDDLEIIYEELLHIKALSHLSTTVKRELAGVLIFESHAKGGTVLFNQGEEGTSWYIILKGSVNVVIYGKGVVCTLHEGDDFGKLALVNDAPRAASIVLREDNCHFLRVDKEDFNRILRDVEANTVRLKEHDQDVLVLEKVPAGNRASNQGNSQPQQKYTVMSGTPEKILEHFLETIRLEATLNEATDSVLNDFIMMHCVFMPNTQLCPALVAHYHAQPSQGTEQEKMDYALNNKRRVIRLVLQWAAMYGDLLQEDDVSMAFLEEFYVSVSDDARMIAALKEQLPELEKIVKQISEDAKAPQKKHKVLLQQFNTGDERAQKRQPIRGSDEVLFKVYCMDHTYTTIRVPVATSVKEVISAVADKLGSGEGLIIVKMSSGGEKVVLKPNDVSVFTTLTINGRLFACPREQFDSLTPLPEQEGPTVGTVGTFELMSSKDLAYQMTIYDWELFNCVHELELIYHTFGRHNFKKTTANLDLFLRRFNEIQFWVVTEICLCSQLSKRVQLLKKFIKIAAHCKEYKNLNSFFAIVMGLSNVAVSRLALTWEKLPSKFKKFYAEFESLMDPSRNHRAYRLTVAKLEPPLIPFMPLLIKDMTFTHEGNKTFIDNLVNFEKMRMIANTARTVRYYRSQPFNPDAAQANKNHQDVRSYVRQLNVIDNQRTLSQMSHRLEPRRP
TGFb SMAD3 inh: inhibitors of TGF-b signaling. HepG2 CAGA-GFP TGF-b/SMAD3 reporter, GFP fluorescence, 18 h; TGF-beta stimulated, 500 pg/mL final. Potency, µM (titrated, usually from 46.1 µM), for inactives: at the top dose activity, negative = inhibition, actives largely listed as inhibitors. hit rate 1.2% among 410,000; also: % is scaled to controls: 0 for no effect and ±100 for the full control effect; nearly all actives have a fitted effect of over 65% in size
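HEPG2 CAGA-GFP, 1000 cells/well; 2 h settle, 37 C; cpd via pin tool; TGF-b 500 pg/mL final; 18 h, 37 C; GFP imaging ex488/em500-530; %Activity normalised to -TGF-b and +DMSO controls; CRC fit, curve class.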
Nrf2 activator: activates Nrf2 signaling; hit rate 0.31% among 410,000; Potency, µM (titrated, usually from 46.1 µM), for inactives: at the highest dose activation, actives largely listed as activators; AREc32 ARE-luciferase reporter (MCF7-derived line), luminescence, 24 h; AID 624171; also: % of control where 0% means no effect; nearly all actives have a fitted effect of over 65% in size
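AREc32_Fluc, 1000 cells/well, OPTI-MEM + 5% FBS, o/n 37 deg C 5% CO2; 23 nL cpd by pin tool, 24 hr; Steady-Glo 30 min RT, luminescence.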
A549 viability: kills or reduces viability of A549 cells in Nrf2 counter-screen. A549 ARE-Fluc cells, CellTiter-Fluor viability, 18-24 h. Potency, µM (highest dose often 46 µM), inactives show top-dose activity change, negative = cytotoxicity, actives largely listed as inhibitors. hit rate 0.16% among 390,000. AID 504648; also: % is scaled to controls: 0 for no effect and ±100 for the full control effect
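Cytotoxicity counterscreen: CellTiter-Fluor fluorescence was measured in A549 ARE_Fluc cells after 18-24 h of compound exposure in a concentration series. The subsequent BugLite luminescent read reports ARE-luciferase activity.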
HepG2 viability: counter-screen for TGF-b inhibitors: cytotoxicity in HepG2 cells | HepG2 CAGA-GFP viability, ATP luminescence, 18 h | Potency, µM (titrated, usually from 46.1 µM), for inactives: top-dose activity change, negative = cytotoxicity, most hits filed as cytotoxic | hit rate 0.76% among 410,000 | AID 588856; also: some results filed as inactive show a strong effect at the top dose
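CellTiter-Glo luminescence gave cytotoxicity after 18 hours at 37 degrees C. The cells were HepG2 CAGA-GFP in 1% FBS DMEM, stimulated with 500 pg/mL TGF-beta after compound addition. %Activity was normalised to no-cell wells (complete cell-killing) and DMSO (no toxicity), and curves were fitted and classified.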
Nrf2 inh: blocks Nrf2 signaling | A549 ARE-Fluc reporter, luciferase luminescence, 18-24 h | Potency, µM (doses to about 46 µM), without a hit: at the top dose activity change, negative = inhibition, actives largely listed as inhibitors | hit rate 2.1% among 360,000 | AID 504444; also: % is scaled to controls: 0 for no effect and ±100 for the full control effect; nearly all actives have a fitted effect of over 60% in size
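In this cell-based qHTS, ARE-driven firefly luciferase in A549 cells reports Nrf2 activity; the luminescent signal after BugLite lysis is the measured value, with a prior CellTiter-Fluor read for cell health.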
Starred values were filed as active, the others as inactive; i = inactive; ? = inconclusive; / = not tested or not shown; & = joins results of further samples; [ ] = another dose, or the depositor's remark. Calls follow the shape of the dose curve; as a rule, active = well fitted curve in the direction sought with a large enough effect; inconclusive = small, poorly fitted or top-dose-only effect, or another doubt; inactive = no such curve, though single readings can be large; an effect the other way counts as inactive or inconclusive. Potency is read from the fitted curve at half-maximal effect. These rows are one share of the data (hit frequency here may not be typical).

SMILES	ATXN2 expr inh	MCF10A rerep	ATXN viability	EPAC2 antagonist	TGFb SMAD3 inh	Nrf2 activator	A549 viability	HepG2 viability	Nrf2 inh
COc1ccc(Cc2nnc(N=Nc3c(O)[nH]c4ccc(Br)cc34)[nH]c2=O)cc1	5%	19%	i	-23%	-4%	1.7%	1%	1%	1%
COC(=O)C1CCN(C(=O)COC(=O)C2CCN(S(=O)(=O)c3ccc4c(c3)OCCO4)CC2)CC1	9%	19%	i	3%	1%	0.0%	1%	1%	6%
Cc1nn(Cc2noc(C(=O)NCc3ccc(F)cc3)n2)c(C)c1Br	-14%&-2%	-1%	i	-6%	-5%&-18%	-0.5%&-0.4%	2%&2%	-17%&-5%	7%
CC(NC(=O)C(=O)N/N=C\c1ccc([N+](=O)[O-])cc1)c1ccccc1 (configuration not stated)	-29%	1%	i	10%	13%	0.2%	-11%	9%	-13%
Clc1cccc(C2CCN(Cc3nc(CC4CC4)no3)C2)c1 (configuration not stated)	3%	12%	i	-10%	-14%	2.1%	0%	-23%	19%
Cc1ccc(S(=O)(=O)/N=c2\sccn2C)cc1	-1%	1%	i	8%	12%	-1.1%	-8%	11%	14%
COc1cccc2sc(=NC(=O)c3ccc(S(=O)(=O)N4CCCCC4)cc3)n(C)c12	8%	/	i	/	-3%	0.2%	1%	-8%	-7%
Cc1cc(C)c(NC(=O)Cc2csc(C)n2)c(Cl)c1	/	/	/	/	-20%	4.0%	0%	-2%	10%
Cn1nc(C(=O)NNC(=O)CCOc2ccc(C(C)(C)C)cc2)c2ccccc2c1=O	2%	-6%	i	-18%	2%	2.0%	-3%	-8%	-4%
Cc1nn(-c2ccccc2)c2nc(-c3ccco3)cc(C(=O)O)c12	10%	?	i	-1%	10%	3.7%	-2%	-20%	-5%
O=C1c2ccccc2C(=O)c2cc(N3CCCCC3)ccc21	-64%	27%	i	0%	11%	6.2%	-16%	-2%	/
CN(C)c1ccc(-c2nc3ccccc3n2C)cc1	?	-16%	i	20%	?	-2.9%	1%	8.9µM*	/
CCCCNC(=O)c1ccc(NS(=O)(=O)c2ccccc2)cc1	-4%	-6%	i	26%	-1%	-0.6%	1%	3%	4%
Cc1ccc(NC(=S)NNC(=O)C2CC2c2ccc(C)cc2)cc1 (configuration not stated)	-1%	8%	i	?	14%	3.5%	-18%	3%	?
Cc1c(NC(=O)COC(=O)COc2ccc(Nc3ccccc3)cc2)c(=O)n(-c2ccccc2)n1C	-17%	0%	i	-3%	4%	0.3%	-5%	12%	-16%
CCc1ccc(C(=O)c2c(N)c(-c3nc(-c4ccc5c(c4)OCO5)cs3)c3ccccn23)cc1	/	/	/	/	1%	0.6%	-7%	3%	?
COc1ccc(N2CCN(C(=O)c3ccc(C)c(NC(=O)C4=C(C)OCCS4)c3)CC2)cc1	-10%	-4%	i	9%	6%	0.2%	-3%	-6%	5%
COc1cc2c(cc1OC)CN(C(=S)Nc1ccc(OC(F)F)cc1)CC2	-20%	10%	i	?	-3%	4.2%	-10%	-22%	?
CCc1ccc(C(=O)N/N=C(\C)c2ccncc2)s1	57%[activator]	1%	i	5%	6%	3.7%	1%	-3%	20%
COc1ccccc1OCC(=O)Nc1cc(C)ccc1NC(=O)c1ccco1	6%	3%	i	-4%	9%	-0.6%	0%	-15%	-16%
CCc1cccc2c(C(=O)COC(=O)c3ccc(O)cc3)c[nH]c12	6%	11%	?	9%	-7%	2.7%	-10%	-5%	18%
Cc1ccc(NC(=O)CC2Sc3ccc(C(F)(F)F)cc3NC2=O)cc1 (configuration not stated)	1%	/	i	/	-10%	-1.4%	0%	-21%	/
COc1ccc(C(O)c2ncc(-c3cccc(OCc4ccccc4)c3)[nH]2)cc1F (configuration not stated)	?	/	?	1%	?	-0.7%	/	-19%	/
COC(=O)c1ccc(C(=O)NC2CCCc3c2cnn3-c2ccccc2F)nc1 (configuration not stated)	-19%	15µM*	i	3%	-16%	-0.1%	-9%	1%	10%
CC(C)Oc1ccc(NC(=O)c2ccncc2)cc1	3%	17%	i	9%	6%	0.4%	-4%	2%	-10%
Cc1ccc2nc(NC(=O)/C=C/c3ccc4c(c3)OCO4)sc2c1	?	?	i	-13%	4%	-0.9%	5%	5%	-21%
Cc1c(Cl)cnc(NC(=O)COC(=O)CCS(=O)(=O)c2ccccc2)c1Cl	6%	1%	i	-5%	0%	0.1%	8%	-9%	4%
CCOC(=O)c1noc2ncnc(N(CCC(=O)OC)c3ccccc3)c12	-3%	/	i	/	0%	0.6%	0%	0%	0%
CCCc1c(C(=O)N/N=C(\CC)c2ccccc2)nnn1-c1nonc1N	/	/	i	5%	-17%	-1.2%	/	12%	/
C/C(=N\NC(=O)CCc1ccc(S(=O)(=O)N2CCOCC2)cc1)c1ccc(OC(F)F)cc1	-2%	2%	i	-3%	-7%	-0.3%	-1%	-1%	-24%
COCOCCn1cc(CN2CCS(=O)(=O)N(Cc3ccc(-c4ccc(OC)nc4)cc3)C(C(C)C)C2=O)nn1 (configuration not stated)	-15%	/	i	-6%	-10%	2.2%	/	0%	/
COc1ccccc1NC(=O)Cn1c2ccc(F)cc2c2nc3n(c(=O)c21)CCS3	-13%	?	?	3%	13%	-0.3%	-3%	13%	-20%
COc1ccc(NC(=O)Nc2cccc(OC)c2)cc1	88%[activator]	1%	i	-13%	6%	0.3%	8%	0%	26%
COCCN(C(=S)Nc1cc(C)ccc1C)C(C)c1cccnc1 (configuration not stated)	-7%	2%	i	14%	?	-0.8%	15%	-6%	-10%
O=C(c1ccc(OC2CCN(CCO)CC2)cc1)N1CCCC1	3%	-1%	i	5%	2%	2.5%	3%	0%	4%
O=C(c1cccs1)N1CCOCC1	-5%	4%	i	-3%	15%	-0.7%	0%	-8%	7%
CCOC(=O)Cn1nc(-c2ccccc2)nc1-c1ccccc1	19%	6%	i	-8%	1%	11%	3%	-29%	7%
Cc1ccsc1C(=O)N(CC(C)C)c1c(N)n(Cc2ccccc2)c(=O)[nH]c1=O	-5%	-4%	i	7%	6%	-1.6%	2%	-1%	1%
COc1ccc(S(=O)(=O)NNC(=O)Nc2ccc(C)cc2C)c(OC)c1	6%	-1%	i	2%	-19%	-1.0%	0%	-16%	3%
Cc1ccc(S(=O)(=O)NN2CCCCCC2)cc1	/	/	i	2%	-1%	-0.4%	/	-16%	/

Reprinted at random: three compounds from above, in no set order.
SMILES	ATXN2 expr inh	MCF10A rerep	ATXN viability	EPAC2 antagonist	TGFb SMAD3 inh	Nrf2 activator	A549 viability	HepG2 viability	Nrf2 inh
COCOCCn1cc(CN2CCS(=O)(=O)N(Cc3ccc(-c4ccc(OC)nc4)cc3)C(C(C)C)C2=O)nn1 (configuration not stated)	-15%	/	i	-6%	-10%	2.2%	/	0%	/
O=C(c1ccc(OC2CCN(CCO)CC2)cc1)N1CCCC1	3%	-1%	i	5%	2%	2.5%	3%	0%	4%
COCCN(C(=S)Nc1cc(C)ccc1C)C(C)c1cccnc1 (configuration not stated)	-7%	2%	i	14%	?	-0.8%	15%	-6%	-10%

More compounds.
SMILES	ATXN2 expr inh	MCF10A rerep	ATXN viability	EPAC2 antagonist	TGFb SMAD3 inh	Nrf2 activator	A549 viability	HepG2 viability	Nrf2 inh
CCOc1ccc(CNC(=O)Cn2nc(C)c3c(C)n(-c4ccc(C)cc4)nc3c2=O)cc1	-11%&-12%	-1%	i	22%	?	-0.2%&1.0%	1%&8%	-9%&-31%	13%&-5%
Cc1noc(C)c1C(=O)Nc1sc2c(c1C(N)=O)CCCCC2	0%	-7%	i	10%	-9%	2.1%	-9%	11%	-5%
O=C(NCc1ccccn1)Nc1ccc(F)cc1	9%	-2%	i	-1%	-2%	0.0%	2%	0%	17%
Cc1cc(C)n(C(C)CC(=O)Nc2ccc(C)c(F)c2)n1 (configuration not stated)	-3%	/	i	/	14%	-0.9%	7%	-2%	-16%
COc1ccc(S(=O)(=O)NCC(=O)NCc2cc(=O)n(C)c(=O)n2C)cc1C	4%	4%	i	-2%	11%	-0.1%	2%	8%	-16%
Oc1ccccc1Oc1c(F)c(F)nc(N2CCCC2)c1F	-9%	?	?	?	?	2.2%	1%	-32%	13%
O=C(Nc1ccc(S(=O)(=O)N2CCCCC2c2cccnc2)cc1)c1ccc(Br)cc1 (configuration not stated)	14µM*	/	11µM*	/	0%	-0.9%	-21%	-31%	/
Cc1ccc2nc(Cl)c(/C=N/Nc3nc(C)cc(C)n3)c(=O)n2c1	5%	?	i	-5%	1%	?	-9%	1%	2%
Cc1ccc(CN(CCO)CCO)cc1	-3%	?	i	8%	-3%	0.1%	2%	21%	3%
CCc1n[nH]c(=S)n1/N=C/c1c(O)ccc2ccccc12	/	9%	i	4%	-3%	2.9%	4%	-3%	7%
Cc1cccc(N2CCN(C3=NC(=O)C(=C4CCCCC4)S3)CC2)c1	/	12%	/	-1%	-9%	0.2%	1%	-10%	-24%
Cc1cc(=O)oc2cc(OCC(=O)NCCN3CCOCC3)c(Cl)cc12	3%	-3%	i	0%	-2%	-0.1%	2%	1%	0%
CCOc1ccc(S(=O)(=O)Nc2nc3ccccc3nc2Nc2ccc(N3CCOCC3)cc2)cc1	13%	?	i	-23%	-6%	3.0%	-1%	0%	?
CC1(C)CC(N2CCN(C(c3ccccc3)c3ccccc3)CC2)=CC(=[N+]2CCCCC2)C1	/	?	?	4%	6.3µM*	-0.1%	?	-35%	7.3µM*
CC(C)NC(=O)CSc1nc(N)c(NC(=O)c2ccco2)c(=O)[nH]1	-26%	0%	i	9%	-6%	1.6%	-5%	9%	-3%
Cc1ccc(CNC(=O)CCCCCn2c(=O)c3sccc3n(CC(=O)C(C)(C)C)c2=O)cc1	-17%	/	?	/	-16%	4.8%	-3%	-8%	-21%
COc1cc(/C=N/Nc2snc(SC)c2C#N)cc(OC)c1OC	3.2µM*	?	?	-7%	?	3.1%	-26%	-25%	4.6µM*
CCCCCn1c(SCC(=O)OCC)nc2cc(C(=O)NCc3ccco3)ccc2c1=O	-16%	9%	i	-5%	-6%	4.2%	1%	-19%	-28%
COc1ccc(C(=O)NCCc2sc(-c3cccc(F)c3)nc2C)cc1	-15%	/	i	/	-3%	5.1%	-6%	-20%	/
